Assay outcomes: PubChem, several laboratories
Rv3671c inh: Rv3671c (M. tuberculosis) protease inhibition. inhibition, % at 5.96 µM. 320,000 compounds, 0.048% hits. AID 2606; in the data active means inhibition above about 38%;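 further: extracellular domain of Rv3671c used as enzyme; 0% = enzyme with DMSO and 100% = no enzyme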
Target sequence (P9WHR9 whole entry, looked up, the tested form may be a part): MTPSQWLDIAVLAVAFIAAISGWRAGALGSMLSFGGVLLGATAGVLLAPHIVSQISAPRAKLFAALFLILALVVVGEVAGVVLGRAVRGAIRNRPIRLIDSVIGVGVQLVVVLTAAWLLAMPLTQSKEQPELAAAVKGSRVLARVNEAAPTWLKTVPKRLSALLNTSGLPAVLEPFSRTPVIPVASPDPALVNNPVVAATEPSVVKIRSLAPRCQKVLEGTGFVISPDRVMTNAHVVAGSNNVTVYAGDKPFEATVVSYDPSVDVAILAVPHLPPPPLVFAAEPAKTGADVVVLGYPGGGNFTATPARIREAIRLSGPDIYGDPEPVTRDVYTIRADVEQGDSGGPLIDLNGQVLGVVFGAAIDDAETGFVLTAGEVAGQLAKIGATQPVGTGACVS
GDH-TPI inh: counter-screen for M. tuberculosis FBA inhibitors: GDH-TPI coupled enzymes; GDH-TPI coupled enzyme counterscreen, NADH absorbance; inhibition, % at 4.8 µM; 360,000 compounds, 1.2% hits; AID 588335; in the data active means inhibition above about 30%;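 further: 0% = DMSO wells and 100% = wells lacking the enzyme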
UGM FP inh: blocks M. tuberculosis UGM enzyme | inhibition, % at 10 µM | P9WIQ1 | 320,000 compounds, 0.06% hits | purified UGM, fluorescence polarization probe displacement | AID 504406; in the data active means inhibition above about 10%, passing the limit was not always enough; inconclusive means no clear call, values can overlap the other calls
Target sequence (P9WIQ1 whole entry, looked up): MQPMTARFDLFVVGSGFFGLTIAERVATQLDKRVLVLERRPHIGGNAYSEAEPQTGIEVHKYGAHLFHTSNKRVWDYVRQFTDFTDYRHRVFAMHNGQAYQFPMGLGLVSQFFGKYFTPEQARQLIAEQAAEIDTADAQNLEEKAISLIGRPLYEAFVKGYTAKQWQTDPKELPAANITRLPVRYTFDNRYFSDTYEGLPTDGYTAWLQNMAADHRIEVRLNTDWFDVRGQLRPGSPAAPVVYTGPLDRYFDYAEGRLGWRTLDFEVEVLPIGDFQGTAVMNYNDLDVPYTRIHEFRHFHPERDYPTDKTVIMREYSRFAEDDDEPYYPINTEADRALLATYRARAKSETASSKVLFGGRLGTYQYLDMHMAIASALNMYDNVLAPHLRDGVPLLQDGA
BoNT-F LC inh: inhibitors of Botulinum neurotoxin F light chain protease; 360,000 compounds, 0.22% hits; inhibition, % at 10 µM; Multiplex microsphere protease cleavage assay, flow cytometry; in the data active means inhibition above about 35%, passing the limit was not always enough; inconclusive means no clear call, values can overlap the other calls; further: plate controls were buffer without enzyme for full effect and enzyme alone for no effect
MazEF act: activators of E. coli MazEF toxin-antitoxin RNase; AID 504720; P0AE70; FAM/BHQ RNA-DNA oligo cleavage fluorescence, 5 h; activation, % at 20 µM; 350,000 compounds, 0.32% hits; in the data active means activation above about 50%
Target sequence (P0AE70 whole entry, looked up): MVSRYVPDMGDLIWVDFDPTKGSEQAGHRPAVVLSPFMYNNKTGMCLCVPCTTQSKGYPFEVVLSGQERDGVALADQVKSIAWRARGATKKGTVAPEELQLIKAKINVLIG
Mtb FBA inh: Mtb fructose-bisphosphate aldolase inhibition | P9WQA3 | purified M. tuberculosis FBA, fluorescence read-out | inhibition, % at 1 µM | 360,000 compounds, 2.3% hits; in the data active means inhibition above about 27%;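 further: 0% = vehicle and 100% = reference inhibitor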
Mtb BioA inh: inhibitors of Mycobacterium tuberculosis BioA enzyme. inhibition, % at 9.99 µM. AID 602481. purified M. tuberculosis BioA enzyme, plate reader. 360,000 compounds, 0.096% hits; in the data active means inhibition above about 40%; inconclusive means no clear call, values can overlap the other calls
PrPC TRFRET: inhibitors of human cell surface prion protein PrPC | P04156 | TR-FRET read-out | inhibition, % at 13.8 µM | 370,000 compounds, 0.43% hits; in the data active means inhibition above about 24%; further: 0% = median of the test wells and 100% = reference compound wells
FadD28 binding: inhibitors of Mycobacterium tuberculosis FadD28 bisubstrate binding. AID 588549. inhibition, % at 12.5 µM. 360,000 compounds, 0.22% hits. FadD28 bisubstrate probe binding, fluorescence polarization; in the data active means inhibition above about 8.5%, passing the limit was not always enough; inconclusive means no clear call, values can overlap the other calls
Numbers without * were called inactive; ? = inconclusive; / = no result given.

SMILES	Rv3671c inh	GDH-TPI inh	UGM FP inh	BoNT-F LC inh	MazEF act	Mtb FBA inh	Mtb BioA inh	PrPC TRFRET	FadD28 binding
Cc1ccc(-n2nc3c(=O)n(C(C)C(=O)NCc4ccccc4Cl)nc(C)c3c2C)cc1 (stereo unspecified)	-11	-4	0.4	-10	-12	-1	18	-2	-3.5
COCCn1nnnc1C(c1cc(OC)ccc1OC)N1CCc2ccccc2C1 (stereo unspecified)	2	-6	2.7	-7	-4	-3	0.2	8	-3.3
CN(C)c1ccc(Nc2c3c4c(cccc4n(C)c2=O)C(=O)c2ccccc2-3)cc1	6	6	1.5	-22	178*	-1	2.5	-4	-0.5
COc1ccc(C(=O)N2CCCC(c3nc(-c4cc(OC)c(OC)c(OC)c4)no3)C2)cc1 (stereo unspecified)	-6	-13	2.9	-1	-4	-3	1.8	/	-5.5
CCCCN1C[C@H](Cc2ccccc2)[C@@H](CC(=O)Nc2ccccc2)C1=O	3	13	-0.9	1	3	0	-0.7	-3	-0.9
COC(=O)c1sc(-c2ccc(C(C)(C)C)cc2)cc1NC(=O)CSCC(=O)O	-5	17	-0.1	?	-2	7	/	-7	-1.7
COc1ccccc1C(=O)NNC(=O)c1ccccc1[N+](=O)[O-]	1	-4	-0.4	-1	1	-1	/	-2	-0.4
O=C(CSc1nnnn1C1CCCCC1)Nc1ccc(F)cc1	3	-4	2.0	0	24	2	/	0	1.4
O=C(O)COc1ccc(/C=C/c2nc(-c3ccccc3O)n[nH]2)cc1	-12	15	0.1	?	5	6	0.8	3	-3.8
O=C(CSc1nc(O)c(Cc2ccccc2)c(=O)[nH]1)N1CCOCC1	-11	2	-1.7	4	0	4	-4.9	5	1.0
O=C(O)c1[nH]c2ccc(Cl)cc2c1CC(=O)N1CCN(c2ccccc2)CC1	-2	2	1.1	0	-17	7	1.5	4	0.9
Cc1ccccc1CNC(=O)CCn1nc(C)c2c(C)n(-c3ccccc3)nc2c1=O	-1	-12	0.5	6	4	-3	0.1	1	-3.9
Cc1nccn1CCOc1ccccc1Cl	/	14	2.0	-3	1	-1	1.8	0	-0.6
O=C(NC1(C(F)(F)F)NC(=O)N(C2CCCCC2)C1=O)C1CC1 (stereo unspecified)	10	-1	-0.6	-14	5	3	-2.2	6	-4.0
COc1ccc(C2(O)CCN(C(=O)c3ccc4c(c3)OCO4)CC2)cc1	-1	5	1.7	21	11	4	13	2	0.0
Cc1ccc(-c2nn(-c3ccccc3)cc2/C=N/O)cc1	-9	9	0.2	-26	0	1	-1.3	-3	-2.5
CCn1c2ccccc2c2cc(NC(=O)c3coc(=O)c(Br)c3)ccc21	6	-3	6.3	/	/	18	0.0	3	-1.2
CC1(c2nnc(-c3cccc(Cl)c3)o2)CC(c2ccc(Br)cc2)=NO1 (stereo unspecified)	-13	-2	1.1	-6	6	-1	-3.6	6	-1.1
CCCC(=O)Nc1cc(C(=O)N2CCC3(CC2)OCCO3)ccc1S(=O)(=O)c1ccc(C)cc1	4	6	-2.2	-2	-7	2	/	-3	0.3
COc1ccc(S(=O)(=O)Nc2ccc(-n3cccc3)cc2)cc1	2	-1	3.0	-2	-6	0	2.3	-1	0.2
COc1ccc([C@H]2C[C@@H](n3cc(COC(=O)c4ccccc4)nn3)[C@H](O)CN2C(=O)c2cccs2)cc1	/	0	/	-3	9	-2	/	3	-4.1
Nn1c(SCC(=O)NC2CCCCC2)nnc1-c1ccco1	-5	-1	-3.7	1	5	-4	0.3	-1	/
COC(=O)CCN(C(=O)C12CC3CC(CC(C3)C1)C2)c1ccccn1	-2	3	-0.3	5	7	1	-0.4	6	0.2
CC1=CCC2C(=O)N(c3ccc4ccccc4n3)C(=O)C2C1 (stereo unspecified)	8	-8	-3.9	-7	1	0	-0.2	0	-3.5
CC(C)C(=O)N1CCCC1(C)C(=O)Nc1ccccc1 (stereo unspecified)	/	2	/	-3	/	-1	3.0	/	-0.8
CCn1c(=N)n(CCOc2ccc(OC)cc2)c2ccccc21	-2	-8	7.6	?	2	-2	3.6	-4	-1.5
Cc1ccc2sc(NC(=O)c3cccc(N4C(=O)CCC4=O)c3)nc2c1C	0	18	0.3	-1	-12	0	-4.1	-5	0.2
CN(CC(=O)Nc1ccc(F)cc1)CC(=O)NC1CCCCC1	-8	-2	-1.3	0	6	-1	2.0	-5	0.1
O=C(c1ccc(C(=O)N2CCCc3ccccc32)nc1)N1CCCc2ccccc21	10	-2	-2.6	6	-10	-3	0.0	0	-0.5
Clc1ccc(C(c2ccccc2)N2CCN(c3ccccn3)CC2)cc1 (stereo unspecified)	-7	-5	-2.4	1	5	2	/	-8	-4.6
O=C(Cc1ccc(NC(=O)C2CCCN(C(=O)CCc3ccccc3)C2)cc1)Nc1ccc(C(=O)N2CCOCC2)cc1 (stereo unspecified)	/	1	/	-2	-6	-1	1.7	5	-1.5
O=C(Cc1ccccc1)OCCN1CCCCC1	5	1	0.6	2	6	-1	-0.8	-4	0.4
CC1(C)C(=O)NCCN1C(=O)CC1C(=O)NCCN1Cc1cccc(C(F)(F)F)c1 (stereo unspecified)	-4	8	-1.2	0	2	7	-0.6	0	-2.7
CC(=O)Nc1ccc(NC(=O)c2cccc(Oc3ccccc3)c2)cc1	4	5	0.5	1	0	0	-1.9	-1	/
O=C(OCc1cc(Cl)ccc1OC(F)F)c1cncc(Br)c1	3	-3	-2.5	4	-5	-2	/	-4	-3.4
CCN(CC)S(=O)(=O)c1ccc(C(=O)N2CCN(c3ncccn3)CC2)cc1	2	-1	0.5	-9	1	3	0.7	7	-1.7
COc1cccc(CNS(=O)(=O)c2ccc(S(=O)(=O)NC3CC3)cc2)c1	3	2	1.0	-6	4	1	-0.6	-1	-0.6
CC(C(=O)N1CCc2ccccc21)N1CCN(S(=O)(=O)c2ccc(C(F)(F)F)cc2)CC1 (stereo unspecified)	3	-4	3.7	-2	2	-2	0.2	0	-3.3
O=C(CCN1C(=O)/C(=C/c2ccccc2)SC1=S)NCCc1ccc(O)cc1	-62	17	-2.1	-2	18	-2	0.3	/	-2.7
CC(C)(C)OC(=O)C[C@H]1C/C=C\C[C@@H](CC(=O)N(CCO)Cc2ccccc2)C(=O)N[C@H](Cc2ccccc2)COC1=O	-1	1	-1.7	0	0	2	0.3	2	-1.5
CCCCCC(=O)N1C[C@@H](n2cc(COC(=O)c3ccccc3)nn2)[C@H](O)C[C@@H]1c1ccc(C)cc1	/	-1	/	0	4	-1	0.6	-7	-2.8
CCCCn1c(O)c(/C=C2\C=NN=C2c2ccccc2)sc1=S	-63	9	1.1	-3	9	0	-1.1	-3	-1.0
O=C(CC[C@H]1O[C@@H](n2ccc(=O)[nH]c2=O)[C@H](O)[C@@H]1O)N1CCN(Cc2cccc3ccccc23)CC1	/	/	/	-16	/	3	-0.6	-3	-1.8
CCOc1cc(N2CCOCC2)c(OCC)cc1NC(=O)Cn1[nH]c(=O)c2ccccc2c1=O	5	0	-0.2	-1	10	0	/	-6	-4.0
Nc1ccc2nc3c(c(Cl)c2c1)CCCC3	7	19	-2.2	-4	11	4	8.4	-2	-2.2
COC(=O)[C@@]12CCCCN1[C@H](c1ccc(-c3ccc(OC)cc3)cc1)[C@@H]1C(=O)N(C)C(=O)[C@@H]12	1	-4	-3.6	-11	5	4	-0.9	4	-3.4
C[C@H](NC(=O)c1[nH]cnc1C(=O)Nc1cccc(Cl)c1)c1ccccc1	-9	9	1.2	-2	-4	-2	-1.7	1	-0.8
O=C(/C=C/c1ccc(F)cc1)NCCC1=CCCCC1	-1	5	-1.3	-7	-1	0	/	8	-3.1
CCC1(O)C(=O)OCc2c1cc1n(c2=O)Cc2cc3c(N)cccc3nc2-1 (stereo unspecified)	/	27	/	-5	18	-1	/	-8	-1.7
CC1(C(=O)NC(=S)NNC(=O)c2ccncc2)CCCCC1	2	21	-1.6	-1	0	0	-3.4	-5	0.3
CCOc1ccc(S(=O)(=O)c2c(C(=O)c3ccccc3)cnc3cc4c(cc23)OCCO4)cc1	-19	17	1.0	2	-9	4	/	3	0.2
CCCCn1c(SCn2nnc3ccccc3c2=O)nc2cc(S(N)(=O)=O)ccc21	0	5	-2.2	-3	6	0	0.7	5	-1.5
O=C(Nc1ccc2c(c1)OCCO2)c1ccccc1Cl	/	4	/	6	-3	0	0.8	0	0.2
COc1ccc(CNC(=S)Nc2cccc(Cl)c2)cc1	4	6	1.0	?	-4	-2	-0.7	0	-2.5
O=C1C2(CCCC13COC(c1ccc(O)cc1)OC3)COC(c1ccc(O)cc1)OC2 (stereo unspecified)	-3	/	0.6	/	5	/	/	1	/
O=C(Nc1cc(Cl)ccc1F)c1ccc(-n2cncn2)c([N+](=O)[O-])c1	-4	-9	/	-1	4	-1	5.6	-19	0.5

Four entries drawn at random from those above:
SMILES	Rv3671c inh	GDH-TPI inh	UGM FP inh	BoNT-F LC inh	MazEF act	Mtb FBA inh	Mtb BioA inh	PrPC TRFRET	FadD28 binding
COc1ccc(CNC(=S)Nc2cccc(Cl)c2)cc1	4	6	1.0	?	-4	-2	-0.7	0	-2.5
O=C(Nc1ccc2c(c1)OCCO2)c1ccccc1Cl	/	4	/	6	-3	0	0.8	0	0.2
CC1(C(=O)NC(=S)NNC(=O)c2ccncc2)CCCCC1	2	21	-1.6	-1	0	0	-3.4	-5	0.3
CCCCn1c(SCn2nnc3ccccc3c2=O)nc2cc(S(N)(=O)=O)ccc21	0	5	-2.2	-3	6	0	0.7	5	-1.5

Additional results follow:
SMILES	Rv3671c inh	GDH-TPI inh	UGM FP inh	BoNT-F LC inh	MazEF act	Mtb FBA inh	Mtb BioA inh	PrPC TRFRET	FadD28 binding
OCCN1CCN(c2nccn3ccnc23)CC1	/	10	/	6	/	-2	-1.5	-4	-3.6
OCC[C@H]1C[C@H](O)[C@@H](O)[C@]2(CCc3ccccc3O2)O1	-9	-2	-2.5	-6	2	-2	-1.4	-1	-2.3
Cc1csc2ncc(C(=O)NCc3ccccc3Cl)c(=O)n12	1	11	0.4	12	7	49*	2.9	7	-3.0
Cc1ccc(NC(=O)c2cc(S(=O)(=O)N3CCCCC3)ccc2N2CCOCC2)c(C)c1	/	5	/	-3	4	-2	0.9	8	-0.2
CCOC(=O)N1CCC(NC(=O)CC2C(=O)NCCN2Cc2ccccc2F)CC1 (stereo unspecified)	9	-14	1.6	2	6	-1	-0.7	-8	-4.2
O=C(c1ccc(CS(=O)(=O)c2ccc(Br)cc2)o1)N1CCCCCC1	7	6	-0.3	0	-70	1	1.8	17	1.8
O=C(CSCSCC(=O)Nc1ccc2c(c1)OCO2)Nc1ccc2c(c1)OCO2	3	6	2.1	-6	4	-2	2.9	9	-0.3
CC(C)OC(=O)/C(=C/c1ccco1)c1ccccc1	0	1	-0.3	/	-6	-1	-1.0	5	-0.5
Cc1ccc(SCC(=O)c2cc(C)c(O)c(C)c2)cc1	-9	16	-1.8	-4	10	-3	0.9	-4	0.2
C/C=C\C=C\C(=O)N1CC2(CC(c3cccc(NC(=O)CC(c4ccccc4)c4ccccc4)c3)=NO2)C[C@H]1C(N)=O (stereo partly specified)	-82	-3	-1.7	-7	-4	1	0.0	/	-9.8
CCOC(=O)C1=CC[C@@H](c2ccc(F)cc2)N(S(=O)(=O)c2ccc(C)cc2)[C@H]1c1ccccc1	/	/	/	5	/	1	-4.1	0	-0.7
O=C(NC(c1ccc(Cl)cc1)c1cc(Cl)c2cccnc2c1O)c1cccnc1 (stereo unspecified)	-5	14	-1.0	-4	-5	-2	0.5	0	-0.5
Cc1ccnc(NS(=O)(=O)c2ccc(NS(=O)(=O)Cc3ccccc3)cc2)n1	1	3	0.8	-13	10	1	1.2	6	-2.7
CCOC(=O)N1CCN(C(=O)C(NC(=O)c2ccc(C(C)(C)C)cc2)C(C)C)CC1 (stereo unspecified)	-8	-3	-0.8	4	-9	0	-3.6	2	-1.9
